Screening data as filed in PubChem BioAssay.
ERG Ets-DNA blk – blocks human ERG Ets domain binding to DNA. P11308. fluorescence polarization, His-ERG Ets domain / labelled DNA. Potency, µM (highest dose often 76.9 µM), for inactives: at the top dose FP activity, negative = inhibition, most hits filed as inhibitors. hit rate 0.028% among 370,000. AID 624246; active means well fitted inhibition curve with a large enough effect in the polarisation, with a control signal flat; inconclusive means small, poorly fitted or top-dose-only effect, or effect the other way, or a change in a side signal; inactive means no such curve, though single readings can be large or run the other way; the % refers to the polarisation;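 further: polarization taken with two DNA probes labelled with fluorescein and Texas red; potency means the concentration at half of the fitted maximal effect; % of control where 0% means no effect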
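His-tagged ERG Ets domain (1 uM in the protein solution; 300mM KCl, 50mM Tris-HCl, 1mM EDTA, 1mM DTT, pH 7.5) received compound, then a probe mix of 5 nM fluorescein-DNA and 100nM Texas-615-DNA. Fluorescence polarization was read for both dyes.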
APEX1 inh – inhibitors of human APE1 endonuclease; recombinant APE1, TAMRA/BHQ-2 abasic DNA cleavage fluorescence; Potency, µM (series often up to 65.8 µM), for the others: at the top dose activity change, negative = inhibition, actives largely listed as inhibitors; hit rate 0.35% among 350,000; P27695; AID 2517;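 further: potency means the concentration at half of the fitted maximal effect; plate controls were vehicle for no effect and reference inhibitor for full effect; nearly all actives have a fitted effect of over 55% in size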
Target sequence (P27695 whole entry, looked up): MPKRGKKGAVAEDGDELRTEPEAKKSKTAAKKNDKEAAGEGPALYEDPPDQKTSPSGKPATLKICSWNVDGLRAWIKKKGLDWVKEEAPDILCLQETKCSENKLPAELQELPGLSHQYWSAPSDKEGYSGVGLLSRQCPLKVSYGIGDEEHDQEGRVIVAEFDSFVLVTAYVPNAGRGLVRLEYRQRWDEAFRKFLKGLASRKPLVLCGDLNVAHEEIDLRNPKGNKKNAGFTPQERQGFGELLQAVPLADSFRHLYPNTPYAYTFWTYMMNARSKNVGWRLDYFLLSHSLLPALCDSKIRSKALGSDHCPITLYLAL
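Step 1: APE1 (0.75 nM) with compound, 15 min RT. Step 2: add 50 nM fluorophore/quencher THF duplex. Step 3: three fluorescence reads 60 s apart (525/598 nm); read 3 minus read 1 = reaction progress.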
Anesthetic bind – binds horse apoferritin like a general anesthetic; apoferritin/1-aminoanthracene competitive binding, fluorescence; P02791; Potency, µM (highest dose often 77.5 µM), without a hit: at the highest dose activity change, negative = displacement, usual class: inhibitors; hit rate 0.074% among 350,000; further: potency means the concentration at half of the fitted maximal effect; on the % scale 0 is the no-effect control and ±100 the full control effect; nearly all actives have a fitted effect of over 20% in size
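10 uM apoferritin + 50% sat. 1-AMA, PBS; cpd 10 min RT; Ex380/Em535 endpoint; normalized to free probe vs complex; 4-param Hill fit; propofol titration as pos. ctrl.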
Pol eta inh – inhibitors of human DNA polymerase eta | recombinant Pol eta, fluorescent DNA replication assay | hit rate 1.2% among 390,000 | AID 588591 | Q9Y253 | Potency, µM (highest dose often 114 µM), without a hit: at the top dose activity change, negative = inhibition, usual class: inhibitors; further: potency means the concentration at half of the fitted maximal effect; on the % scale 0 is the no-effect control and ±100 the full control effect
Target sequence (Q9Y253 whole entry, looked up): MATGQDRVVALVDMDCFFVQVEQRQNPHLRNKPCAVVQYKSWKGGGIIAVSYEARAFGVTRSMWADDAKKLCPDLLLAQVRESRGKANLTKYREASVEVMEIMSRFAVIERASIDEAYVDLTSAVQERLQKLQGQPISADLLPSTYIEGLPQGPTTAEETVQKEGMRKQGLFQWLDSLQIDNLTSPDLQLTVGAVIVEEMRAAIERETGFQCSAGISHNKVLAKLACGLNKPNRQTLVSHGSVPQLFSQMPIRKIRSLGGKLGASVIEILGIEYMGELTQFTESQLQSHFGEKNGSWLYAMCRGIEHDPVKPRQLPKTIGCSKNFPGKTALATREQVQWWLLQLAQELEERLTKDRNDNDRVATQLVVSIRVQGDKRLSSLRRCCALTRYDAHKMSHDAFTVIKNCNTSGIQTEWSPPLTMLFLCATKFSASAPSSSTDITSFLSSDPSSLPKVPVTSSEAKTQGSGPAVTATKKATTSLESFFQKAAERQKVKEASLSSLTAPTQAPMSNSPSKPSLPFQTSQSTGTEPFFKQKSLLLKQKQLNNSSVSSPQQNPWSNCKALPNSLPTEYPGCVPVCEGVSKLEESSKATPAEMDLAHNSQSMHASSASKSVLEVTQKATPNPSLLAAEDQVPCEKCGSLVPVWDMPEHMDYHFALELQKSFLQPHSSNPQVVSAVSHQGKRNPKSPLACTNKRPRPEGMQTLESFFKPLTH
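Fluorescent replication assay: 50 nM final substrate added after a 15 min room-temperature compound preincubation with 10 nM enzyme. Signal taken at 0 min and again at 10 min.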
LDHA block – LDHA (human) enzyme inhibition; P00338; purified LDHA, NADH/diaphorase-resazurin fluorescence; active compounds read low; activity change, % (values are at about 110 or 230 µM); hit rate 0.15% among 480,000; AID 1347041; in the data active means activity change below about -30%; inconclusive means mostly about -25% to -30%;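 further: plate controls were DMSO wells for no effect and wells without enzyme for full effect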
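Remaining NADH was detected by diaphorase (0.133 mg/mL) converting 37 µM resazurin to fluorescent resorufin, read at 0 and 20 minutes. The preceding 5-minute room-temperature reaction used 2 nM LDHA, 0.2 mM sodium pyruvate and 0.06 mM NADH at pH 7.4.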
Pol beta inh – blocks human DNA polymerase beta activity | P06746 | hit rate 1.3% among 340,000 | Potency, µM (titrated, usually from 114 µM), without a hit: at the highest dose activity change, negative = inhibition, most hits filed as inhibitors | Pol beta primer extension/strand displacement, fluorescence kinetic; further: potency means the concentration at half of the fitted maximal effect; on the % scale 0 is the no-effect control and ±100 the full control effect
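10 nM enzyme + cpd, 15 min RT; start with substrate 50 nM final; read 0 min and after 10 min RT. Corrected, normalized data; 4-parameter Hill curve fit.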
POLK inh – inhibitors of human DNA polymerase kappa | Potency, µM (titrated, usually from 107 µM), for inactives: top-dose activity, negative = inhibition, actives largely listed as inhibitors | Q9UBT6 | hit rate 0.53% among 400,000 | purified Pol kappa, fluorescent DNA synthesis assay, 10 min; further: potency means the concentration at half of the fitted maximal effect; on the % scale 0 is the no-effect control and ±100 the full control effect
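Here, compound and 10 nM enzyme are combined for 15 min at room temperature; adding 50 nM substrate (final) starts DNA synthesis, tracked by fluorescence at 0 and 10 min against buffer-only wells.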
RGS4 inh – inhibitors of human regulator of G protein signaling 4; hit rate 0.039% among 390,000; Transcreener GDP fluorescence polarization, RGS4-accelerated GTP hydrolysis; AID 504845; Potency, µM (series often up to 114 µM), without a hit: top-dose activity change, negative = inhibition, actives largely listed as inhibitors; P49798; further: potency means the concentration at half of the fitted maximal effect; on the % scale 0 is the no-effect control and ±100 the full control effect; nearly all actives have a fitted effect of over 75% in size; some results filed as inactive show a strong effect at the top dose
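MLSMR compounds (23 nl, pin-transferred) preincubated 10 min at room temperature with a 500nM (2x) first reagent, then RGS4 at 900nM (2x) plus Transcreener GDP mix added; fluorescence polarization (620/688 nm) read before and after 90 min at 30 °C.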
12-LOX inh – ALOX12 (human) lipoxygenase inhibition; hit rate 1.1% among 580,000; AID 1671190; Potency, µM (series often up to 108 µM), for the others: at the highest dose activity change, negative = inhibition, usual class: inhibitors; purified 12hLO, xylenol orange hydroperoxide absorbance; further: potency means the concentration at half of the fitted maximal effect; on the % scale 0 is the no-effect control and ±100 the full control effect
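Purified human 12hLO (150 nM final) in 25 mM Hepes, 0.01% Triton X-100, pH 7.0 was preincubated 15 min at room temperature with compound. Then 40 uM arachidonic acid was added, 30 min. Hydroperoxide was read by Fe-XO absorbance ratio 573/405 nm.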
Active calls of the source: *; ? = inconclusive; nt = not tested or not shown; & = joins results of further samples; [ ] = dose if it differs, or a comment. Unless noted, the call rests on the fitted dose curve; in most records, active means well fitted curve in the direction sought with a large enough effect; inconclusive means small, poorly fitted or top-dose-only effect, or another doubt; inactive means no such curve, though single readings can be large; an effect the other way counts as inactive or inconclusive. An excerpt; count on the stated rates, not on these rows.

Under each structure – ERG Ets-DNA blk	APEX1 inh	Anesthetic bind	Pol eta inh	LDHA block	Pol beta inh	POLK inh	RGS4 inh	12-LOX inh
1) O=C(NCc1ccccc1Cl)c1cc(-c2ccccc2)n[nH]1
→ -2%	nt	?	-18%	-2	5%	-15%	6%	-1%
2) O=C1CC(c2ccc(F)cc2F)c2cc3c(cc2N1)OCO3 (centres undefined)
→ -1%	nt	3%	-4%	-11	5%	0%	27%	0%
3) Cc1ccc(Cl)c(Cn2cnc3c(cnn3C(C)(C)C)c2=O)c1F
→ nt	0%&16%	nt	-29%	0	nt	-13%&3%	-6%&-3%	-8%
4) CS(=O)(=O)c1ccc(Cl)c(NC(=O)COC(=O)CCN2C(=O)C3CC=CCC3C2=O)c1 (centres undefined)
→ -5%	nt	nt	-22%	-2	nt	6%	-10%	55%[activator]
5) O=c1oc2ccccc2c(Nc2ccc3ncccc3c2)c1[N+](=O)[O-]
→ 9%	2%	-13%	?	5	11%	-12%	?	-20%
6) CCN(CC)c1ncc(C#N)c(N)n1
→ 1%	?	8%	-21%	-1	27%	-1%	3%	0%
7) Cc1ccc(C)c(COC(=O)c2cc(S(=O)(=O)N3CCCCC3)ccc2N2CCOCC2)c1
→ 0%	-23%	nt	-18%	-5&0	nt	-13%	18%	-23%&-1%
8) Cc1ccc(NC(=O)C(=O)NCC(c2cccnc2)N2CCOCC2)cc1 (centres undefined)
→ -2%	nt	-10%	-5%	-3	0%	-4%	18%	-7%
9) CN(CC(=O)Nc1cccc(F)c1)C(=O)C1CC(=O)N(CCc2ccccc2)C1 (centres undefined)
→ -5%	5%	nt	-19%	-4	nt	-1%	12%	-8%
10) COc1cc(-c2cc3n(C)c(C)c(CCC(=O)O)c(=O)n3n2)cc(OC)c1OC
→ 0%	nt	-7%	-23%	-1	9%	-12%	5%	-13%
11) O=C1OCCC1Sc1nnc(-c2ccc3c(c2)OCO3)n1-c1ccccc1 (centres undefined)
→ -4%	12%	-13%	-5%	-3	24%	-23%	-16%	10%
12) CC(=O)N1CCN(c2ccc(NCc3cccc(C)c3)cc2)CC1
→ nt	23%	nt	5%	10&13	nt	-8%	-44%	?
13) CCOc1ccc(N(CC(=O)NCCCOC)S(C)(=O)=O)cc1
→ -7%	-6%	-8%	6%	-1	8%	1%	4%	4%
14) Cn1c(=O)[nH]c(=O)c2c1nc(CN1CCN(c3ccc(F)cc3)CC1)n2CCCc1ccccc1
→ -2%	?	-8%	-4%	-12	30%	-10%	-4%	14%
15) COc1ccc(-n2cc(C(=O)N(CCN(C)C)Cc3ccccc3)c3ccccc3c2=O)cc1
→ -4%	nt	-8%	-5%	-3	-3%	-19%	10%	-15%
16) COc1ccccc1C(CNC(=O)C(C)Oc1ccc(Br)cc1)N1CCCC1 (centres undefined)
→ 5%	46%[activator]	nt	-6%	-2	nt	1%	-11%	-25%
17) COC(=O)C1=C(NC(=O)c2ccc(C)c(C)c2)CCS1
→ -4%	-1%	-11%	-9%	-9	20%	-10%	2%	5%
18) CCC(=O)N1CCc2cc(S(=O)(=O)CCC(=O)N3CCN(c4ccc(F)cc4)CC3)ccc21
→ -3%	10%	-2%	-4%	-6	40%	-3%	-9%	16%
19) O=C(Cc1cccs1)N1CCCC(c2nc(-c3ccc(S(=O)(=O)N4CCCC4)cc3)no2)C1 (centres undefined)
→ -4%	-2%	?	-9%	0	0%	-18%	?	14%
20) CCC(OC(=O)c1nsc(Cl)c1Cl)C(=O)NC(C)(C)CC (centres undefined)
→ 0%	18%	-13%	-5%	-7	19%	-10%	9%	47%[activator]
21) Cc1cc(C)c2[nH]c(=O)c(C(c3nnnn3CC3CCCO3)N3CCC(C)CC3)cc2c1 (centres undefined)
→ 2%	-3%	?	-16%	7	7%	-25%	-9%	?
22) COC(=O)CCC(=O)Nc1ccc(S(=O)(=O)N2CCCCCC2)cc1
→ -9%	1%	-13%	-4%	0	-18%	-5%	-14%	0%
23) Cc1ccc(NC(=O)COC(=O)c2ccc(CN3CCCC3=O)cc2)cc1C
→ 9%	5%	nt	-13%	-4	nt	0%	-6%	10%
24) Cc1ccccc1C(=O)c1cccn1CC(=O)NCc1ccccc1Cl
→ -2%	-6%	-22%	8%	-6	1%	-19%	15%	9%
25) COc1ccc2c3n([n+]([O-])c2c1)CCN=C3c1ccc(Cl)cc1
→ 0%	26%	nt	3%	1	nt	-3%	-6%	-15%
26) CC1CCCCN1Cc1ccc(N)cc1 (centres undefined)
→ -4%	9%	-3%	-11%	-3	2%	-11%	2%[56.9 µM]	-4%
27) CCNC(=O)Nc1cc2nc(C)n(Cc3ccc(Br)cc3)c2nc1C
→ -4%	-3%	-13%	-4%	-3	43%	-20%	-25%	137%[activator]
28) CCOc1ccccc1N=C1NC(=O)CS1
→ -3%	2%	-1%	-17%	-5	45%	-5%	-26%	0%
29) COCCNC(=O)c1ccc(N(C)S(=O)(=O)c2ccc(OC)c(OC)c2)cc1
→ 0%	4%	0%	-7%	-4	14%	-15%	-30%	14%
30) CCn1ncc(Br)c1C(=O)Nc1ccc(OC(F)(F)F)cc1
→ -7%	-21%	-10%	-10%	-8	-2%	-6%	16%	4%
31) O=C(Cn1cnc2c(nc3n2CCCCC3)c1=O)Nc1cccc(C(F)(F)F)c1
→ 2%&-1%	0%	?	-21%&-16%	0&-4	5%&12%	-1%&3%	-3%&-13%	5%&-16%
32) Cc1c(NC(=S)NC(=O)COc2ccccc2)c(=O)n(-c2ccccc2)n1C
→ 31%[activator]	1%	-2%	2%	-1	15%	-16%	30%	-13%
33) OCCN1CCN(C(=S)c2ccc(Cl)cc2)CC1
→ 1%	?	11%	-10%	0	-13%	-14%	?	0%
34) CC(C)(O)c1[nH]c2ccc(C#N)cc2c1C(C)(C)O
→ -2%	26%	-8%	-14%	-3	1%	-4%	-37%	-12%
35) O=C1S/C(=C\c2cccs2)C(=O)N1c1ccc(O)cc1
→ 5%	6%	-12%	-21%	-10	?	-10%	-6%	0%
36) COc1ccc(O)c(-c2nc(N)nc(N)n2)c1
→ 9%	-5%	nt	-1%	-6	nt	-2%	0%	6%
37) CCC(=O)N1CCCc2cc(S(=O)(=O)N3CCN(c4ccccn4)CC3)ccc21
→ 12%	-3%	-5%	1%	9	42%	-13%	13%	-20%
38) Cc1ccc(-n2c(-c3ccco3)nc3nc4ccccc4nc32)cc1F
→ 5%	3%	-1%	-8%	0	10%	-10%	-25%	?
39) N#Cc1ccsc1NC(=O)CCS(=O)(=O)c1ccccc1
→ -2%	5%	-9%	8%	-2	-19%	-10%	10%	?
40) Cc1cc(C)n(-c2c(F)c(F)c(CN3CCCCC3)c(F)c2F)n1
→ -3%	8%	-4%	-16%	-2	3%	2%	-18%	-29%
41) CCOc1ccc(-n2ccnc2SCC(=O)Nc2cc(C)ccc2C)cc1
→ -3%	nt	-5%	-9%	-14	35%[activator]	-31%[60.1 µM]	31%	?
42) COC(=O)Cn1c(=NC(=O)c2nc3ccccc3s2)sc2cc(S(C)(=O)=O)ccc21
→ nt	0%	1%	nt	nt	9%	nt	nt	-17%
43) CCc1ccc(-n2c(Cc3ccccc3)n[nH]c2=S)cc1
→ 2%	5%	-12%	-6%	-9	23%	-7%	-31%	?
44) CCOc1ccc(C2C3=C(CCCC3=O)Nc3nc(C(F)(F)F)nn32)cc1OC (centres undefined)
→ -10%	-2%	-17%	-15%	-5	1%	-3%	1%	1%
45) O=C(Cc1ccccc1F)Nc1cc(S(=O)(=O)N2CCCC2)ccc1Cl
→ -13%	-14%	nt	-2%	-8	nt	0%	12%	333%[activator]
46) COc1cc2cc(C(=O)N/N=C/c3ccc(F)cc3)[nH]c2cc1OC
→ 7%	-30%	-1%	?	-2	?	-39%	-42%	-6%
47) CC(C)CN(C(=O)c1cc(=O)[nH]c2ccccc12)c1c(N)n(Cc2ccccc2)c(=O)[nH]c1=O
→ 7%	5%	nt	0%	-4	nt	4%	-16%	-21%
48) COC(=O)c1cc(Br)c(=O)n(-c2cc(C)on2)c1
→ 3%	9%	-7%	-11%	-2	15%	5%	-14%	2%
49) COc1cccc(CSc2nc3ccncc3n2CC(=O)Nc2ccc(OC)c(OC)c2OC)c1
→ 6%	nt	-11%	-12%	3	16%	-1%	-3%	-15%
50) O=C(c1cccs1)N1CCCN(c2ncnc3scc(-c4ccccc4)c23)CC1
→ 4%	1%	-15%	-14%	-9	0%	-3%	-7%	1%
51) CS(=O)(=O)c1ccc2nc(NC(=O)CN3CCCCCC3)sc2c1
→ nt	-2%	-12%	5%	?	10%	-9%	13%	?
52) Cc1cc(C)cc(OCCn2nnc3ccccc32)c1
→ -10%	-6%	?	-19%	-1	-6%	-1%	-15%	0%
